Compound activity: PubChem, Broad Institute
esBAF inh: inhibitors of esBAF chromatin remodeling in mouse ES cells. Bmi1-luciferase knock-in reporter, 24 h; 100% = twice the neutral-well signal. reporter increase, % at 12.5 µM. actives 2% (n = 350,000). AID 602393; in the data active = activation above about 40%; inconclusive = no clear call, values can overlap the other calls;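 also: 0% = median of the plate's neutral control wells and 100% = double that signal; a rise in the Bmi1 reporter signal indicates esBAF inhibition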
RAD54 inh: blocks human RAD54 Holliday junction branch migration | Q92698 | FAM/BHQ fluorescence | inhibition, % at 10.4 µM | actives 0.14% (n = 360,000);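 active = mean normalized replicate activity at least 40 and at least half of replicates scoring 40 or more; inconclusive = only one of the two criteria met; inactive = mean below 40 and under half of replicates reaching 40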;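 also: 0% = median of neutral control wells and 100% = median of positive control wells; inhibitors cause a drop in the FAM fluorescence signal; in these data hits start at about 50%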
E-selectin induc: E-selectin induction on HUVECs | HUVEC E-selectin immunofluorescence imaging; normalized: neutral wells 0, TNF-alpha wells 100 | activation, % at 7.58 µM | actives 0.37% (n = 260,000) | AID 686992;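 active = mean E-selectin-positive cell signal at least 10% of the positive control, reached in at least 60% of replicates, without over 20% cell loss; inconclusive = no rule given, readout overlaps actives, possibly toxicity-flagged; inactive = the rest, including those meeting only one limit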;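 also: in these data hits start at about 27%; measured in HUVEC primary endothelial cells; signal is the percent of cells scored E-selectin positive by PE staining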
Target sequence (P16581 whole entry, looked up): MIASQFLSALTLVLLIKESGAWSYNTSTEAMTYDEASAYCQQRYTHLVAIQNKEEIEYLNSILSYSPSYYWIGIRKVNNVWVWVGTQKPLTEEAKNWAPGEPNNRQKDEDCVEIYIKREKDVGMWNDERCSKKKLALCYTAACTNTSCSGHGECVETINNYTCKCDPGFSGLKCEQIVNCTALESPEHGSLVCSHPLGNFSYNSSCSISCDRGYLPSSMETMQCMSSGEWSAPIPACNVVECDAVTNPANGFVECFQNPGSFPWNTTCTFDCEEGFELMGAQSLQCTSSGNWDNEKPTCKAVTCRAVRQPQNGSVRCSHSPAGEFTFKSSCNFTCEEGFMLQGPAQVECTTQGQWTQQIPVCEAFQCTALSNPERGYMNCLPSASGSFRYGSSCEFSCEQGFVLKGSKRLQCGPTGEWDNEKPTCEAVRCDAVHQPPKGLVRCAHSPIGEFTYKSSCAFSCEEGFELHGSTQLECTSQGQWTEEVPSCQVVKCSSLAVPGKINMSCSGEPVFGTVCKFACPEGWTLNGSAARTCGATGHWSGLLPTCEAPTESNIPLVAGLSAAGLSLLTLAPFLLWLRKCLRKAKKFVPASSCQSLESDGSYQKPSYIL
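Test system: HUVEC; input: 3,000 HUVEC/well; measured by: immunofluorescence imaging; read-out: % PE-positive cells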
PglD inh: PglD (C. jejuni) enzyme inhibition. purified PglD enzyme, DTNB colorimetric CoA detection. inhibition, % at 12.5 µM. actives 0.098% (n = 360,000). AID 602405; in the data active = inhibition above about 16%, passing the limit was not always enough; inconclusive = no clear call, values can overlap the other calls; also: strong numbers were not always called active
RAD52 inh: RAD52 (human) annealing inhibition | inhibition, % at 18.7 µM | actives 0.46% (n = 360,000) | recombinant RAD52 DNA annealing, FRET fluorescence | P43351 | AID 651710;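 active = every replicate showing at least 50% inhibition; inconclusive = mean inhibition at least 50% but not in every replicate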
ARNT-TACC3 inh: disruptors of human ARNT/TACC3 interaction; AID 623870; actives 0.66% (n = 390,000); inhibition, % at 9.99 µM; Q9Y6A5; AlphaScreen His-ARNT PAS-B/GST-TACC3 binding, luminescence; TACC3 fragment carries E629A point mutation;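 active = mean inhibition of replicates at least 50% and at least half of replicates each reaching 50%; inconclusive = half or more replicates reach 50% but mean below 50%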;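 also: 0% = complete ARNT plus TACC3 wells and 100% = ARNT alone without TACC3; many hits fall short of the cut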
ERp5 block: blocks human ERp5 reductase activity on insulin; actives 0.05% (n = 350,000); ERp5 insulin aggregation, absorbance 650 nm, 90 min; Q15084; inhibition, % at 9.99 µM;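 active = mean replicate inhibition above about 25%, with every replicate also reaching it, limit read from the data, passing the limit was not always enough; inconclusive = only one of those two criteria met; inactive = neither criterion met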
Casp6 inh: blocks human caspase-6 cleavage activity; actives 0.53% (n = 350,000); inhibition, % at 12.5 µM; P55212; AID 686996; purified caspase-6, Z-VEID-R110 cleavage fluorescence;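 active = mean inhibition across replicates at least about 35%, with every replicate also reaching that limit, limit read from the data; inconclusive = only one of the two criteria met; inactive = neither criterion met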;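 also: 0% = median of neutral control wells and 100% = no fluorescence left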
Target sequence (P55212 24-179 limits assumed): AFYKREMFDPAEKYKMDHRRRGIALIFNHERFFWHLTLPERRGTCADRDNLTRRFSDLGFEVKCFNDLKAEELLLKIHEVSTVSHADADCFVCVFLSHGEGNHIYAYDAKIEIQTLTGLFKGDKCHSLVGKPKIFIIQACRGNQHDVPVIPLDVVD
Target sequence (P55212 194-293 limits assumed): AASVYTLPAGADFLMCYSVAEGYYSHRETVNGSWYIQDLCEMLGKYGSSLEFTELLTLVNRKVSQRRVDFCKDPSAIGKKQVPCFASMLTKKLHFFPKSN
Starred values were filed as active, the others as inactive; ? = inconclusive; . = no result given; & = joins results of further samples.

SMILES	RAD54 inh	ERp5 block	PglD inh	RAD52 inh	E-selectin induc	esBAF inh	Casp6 inh	ARNT-TACC3 inh
COc1cccc2c(=O)n(CC(=O)N3CCCCC3)ccc12	8.5	-0.5	-3.2	20.2	2.2	0.6	-1.1	-2.6
CC1=C(C(=O)N2CCOCC2)CC(CC(=O)NCCc2ccccn2)C(=O)N1CCCN1CCCC1=O (centres undefined)	.	-3.2	.	-5.7	0.0	.	-0.8	.
COc1ccccc1NS(=O)(=O)c1cc(NC(=O)c2ccc(Cl)nc2)ccc1N1CCCC1	-3.4	.	4.7	.	.	-4.7	.	-8.7
Cc1nc2ccccc2c(=O)n1-c1ccc(NS(=O)(=O)c2ccccc2)cc1	1.2	3.7	2.4	-10.5	-0.6	0.4	-1.1	-2.7
Cc1sc2ncnc(NCc3cccnc3)c2c1C	.	1.3	.	-9.3	-2.6	.	-0.1	0.7
CCOC(=O)N1CCN(C(=O)COc2ccc(Cl)c(C)c2)CC1	4.8	-10.8	5.5	-8.0	.	7.3	6.4	-3.8
CC(=O)N(C)C[C@@H]1Oc2ncc(/C=C/c3ccccc3)cc2C(=O)N([C@@H](C)CO)C[C@H]1C	-2.6	-2.5	-0.2	-3.2	0.7	6.0	-3.6	-4.3
Cc1ccccc1Cn1nc(C)c(NC(=O)C(F)(F)F)c1C	-4.8	-3.7	-6.1	-20.1	0.2	.	1.1	8.3
CC(OC(=O)c1ccc(NS(=O)(=O)c2ccc3[nH]c(=O)[nH]c3c2)cc1)C(=O)Nc1cccc(Cl)c1Cl (centres undefined)	.	1.6	.	-1.3	.	.	1.5	25.9
COc1ccc2c3c(n(C)c2c1)[C@H](CO)N(C(C)=O)CC31CCN(C(=O)c2cnccn2)CC1	.	1.6	.	-2.0	-0.1	.	-2.1	.
CN1CCN(C(=O)C[C@H]2C=C[C@H](NS(=O)(=O)c3cccc(F)c3)[C@@H](CO)O2)CC1	-4.8	2.2	2.2	0.3	-0.3	-2.3	-1.4	-5.0
Cc1nn(CC(=O)N2CCCc3ccccc32)c(C)c1[N+](=O)[O-]	.	2.2	.	-7.9	.	.	-0.4	2.6
Cc1ccc(S(=O)(=O)N(CCCc2c(C)nc[nH]c2=O)c2ccccc2)cc1	2.8	-2.6	-5.6	15.0	-1.4	-0.1	-6.9	-1.6
O=S(=O)(c1ccccc1)N(Cc1ccccc1)c1ccccn1	-8.6	.	-5.2	.	-0.3	-0.2	.	-12.8
Cn1c(=O)c2c(SCc3ccccn3)nc(CC(C)(C)C)nc2n(C)c1=O	2.1	14.2	-1.1	-13.1	-0.1	-5.8	0.2	-7.8
CCOC(=O)c1sc2ncn(/N=C/c3ccc(O)cc3)c(=O)c2c1C	.	1.7	.	15.8	0.0	.	0.1	-2.4
Cn1cnnc1Sc1ccc(C(F)(F)F)cc1[N+](=O)[O-]	.	2.3	.	-2.0	.	.	-0.2	0.2
Cc1c(C(=O)NN)nn(-c2ccc(F)cc2)c(=O)c1C#N	-8.3	-3.7	2.0	-24.6	1.0	-2.4	0.1	6.0
CN(CC1CCOCC1)C(=O)CC1C(=O)NCCN1Cc1ccc(F)c(F)c1 (centres undefined)	-12.0	-9.0	7.3	-23.8	0.0	.	-2.1	1.7
O=C(c1cc([N+](=O)[O-])ccc1N1CCOCC1)N1CCCCC1	.	0.2	.	0.9	-2.5	.	1.6	-3.8
CCOC(=O)C1CCN(Cc2coc3c(Cl)cc(Cl)cc3c2=O)CC1	1.3	.	0.5	.	.	1.2	.	-5.3
C/C(=N\NC(=O)c1nnn(-c2nonc2N)c1CN(C)c1ccccc1)c1ccccn1	9.1	.	1.7	.	.	-45.2	.	48.5*
Cc1ccc(S(=O)(=O)N(C)C[C@@H]2Oc3c(NC(=O)Nc4c(C)noc4C)cccc3C(=O)N([C@@H](C)CO)C[C@H]2C)cc1	-2.9	-9.3	-1.0	-1.7	0.0	0.2	.	-8.7
COc1ccc(CNC(=O)CSc2nc3ccccc3n2C(C)=O)cc1	4.9	1.3	-1.1	-23.5	5.6	0.0	2.3	-1.0
CC(O)CNc1nc2c(c(=O)n(Cc3ccc(Cl)cc3)c(=O)n2C)n1C (centres undefined)	-2.7	4.2	-7.2	-23.0	.	0.3	2.1	24.3
O=C1CCCC2=C1C(c1cccs1)n1nc(SCc3ccc(C(=O)O)cc3)nc1N2 (centres undefined)	.	-0.9	.	-8.9	3.1	.	-3.9	2.8
C[C@@H]1CCCCO[C@H](CN(C)C(=O)c2ccccc2)[C@H](C)CN([C@@H](C)CO)C(=O)c2cc(NC(=O)Nc3ccc(C(F)(F)F)cc3)ccc2O1	-6.5	-1.8	6.9	-2.9	0.5	-1.4	-1.5	8.0
COc1ccc(N(CC(=O)Nc2ccc(C)cn2)S(=O)(=O)c2c(C)noc2C)cc1	-0.1	.	3.7	.	.	-9.7	.	0.0
O=C(c1cccc(S(=O)(=O)Nc2ccccc2Cl)c1)N1CCN(C(=O)c2ccco2)CC1	-4.0	-0.5	6.4	-13.3	0.0	-1.4	.	2.9
COc1ccc(C(C)=O)cc1CSc1nnc(C)s1	-12.5	.	6.7	.	.	6.6	.	3.6
Cc1ccc(Nc2nc(Cl)nc3ncn(C)c23)c(C)c1	-4.0	-5.6	-6.1	-11.7	-0.1	2.9	-0.2	-4.8
CC(=O)Nc1ccc(NC(=O)CSc2nnc(CC(C)O)n2-c2ccccc2)cc1 (centres undefined)	-6.6	2.4	0.2	-3.8	.	-4.4	3.8	-4.9
O=C(NCc1ccco1)c1ccc(Cl)cc1[N+](=O)[O-]	0.3	-0.1	-4.6	-9.0	.	-6.8	-1.0	21.7
COc1cc(S(=O)(=O)N2CCC(O)(c3cccc(C(F)(F)F)c3)CC2)ccc1-n1cnnn1	4.3	.	-2.1	.	.	5.7	.	-2.7
COc1cccc(-c2nn(-c3ccccc3)cc2C(=O)n2nnc3ccccc32)c1	-2.1	.	-2.5	.	.	5.9	.	3.1
Cc1cc(C)c2c(c1)C1C=CCC1C(c1ccc(S(=O)(=O)N3CCOCC3)cc1)N2 (centres undefined)	-6.8	.	-1.3	.	.	7.1	.	0.6
COc1ccc(N=C2S/C(=C\c3ccc(OC(C)C(=O)O)c(OC)c3)C(=O)N2CCc2c[nH]c3ccccc23)cc1 (centres undefined)	.	-0.1	.	-10.7	.	.	5.4	-2.0
COCCNC(=O)c1ccc(C)c(NC(=O)C2=C(C)OCCS2)c1	-5.4	-1.1	4.1	-11.9	.	2.0	0.8	-10.7
COc1ccccc1C(CNC(=O)CN1C(=O)NC(C)(c2ccc3ccccc3c2)C1=O)N1CCCC1 (centres undefined)	14.5	-0.3	5.1	-36.9	.	-5.7	-8.3	-0.3
C[C@H]1CN([C@@H](C)CO)S(=O)(=O)c2ccc(-c3cncnc3)cc2O[C@H]1CN(C)C(=O)Cc1ccccc1	-7.2	7.5	-3.6	3.8	0.0	3.6	3.1	10.1
N#C/C(=C\C=C\c1ccccc1)C(=O)NCc1cccnc1	.	1.0	.	-18.5	-0.3	.	1.5	-28.5
CCC1Nc2ncnc(N3CCCCC3)c2N(Cc2ccc(Cl)cc2)C1=O (centres undefined)	-5.1&-14.1	4.3	-3.6&3.6	7.7	-0.1	-0.6&-0.6	1.9	-3.5
COc1ccc(-n2c3c(cc(C(=O)NCc4ccco4)c2=O)C(=O)CC(C)(C)C3)cc1	.	3.8	.	-40.8	.	.	0.1	-1.2
CC1CCc2sc(C(=O)NCC(c3ccco3)N3CCCCC3)cc2C1 (centres undefined)	-4.4	3.9	2.7	-33.4	0.7	-8.2	0.5	1.7
Cc1cc(=O)n2nc(N3CCCC(C(=O)NCc4cccc(Br)c4)C3)sc2n1 (centres undefined)	-12.9	-0.4	3.0	-8.1	.	-0.1	0.5	14.3
CCC(=O)NCCCCNC(=O)CC	9.0	.	-10.2	.	.	5.5	.	25.4
O=C1CSC(=Nc2ccc(Cl)cc2)N1Cc1ccco1	.	-0.1	.	-25.7	.	-1.2	-2.3	3.0
Cn1c(=O)c2c(O)c(C=NCc3ccccc3)c(=O)n(C)c2n(C)c1=O	-6.4	2.0	4.6	-8.3	.	.	-3.9	.
CCCNC(=O)CCn1c(=S)oc2ccccc21	.	-13.6	.	-1.1	.	.	3.3	0.2
Cc1ccccc1C(=O)NNC(=O)CCc1ccccc1	0.2	?	0.2	-2.1	.	-6.5	1.6	-17.0
CC=Cc1ccc2n(c1=O)C[C@H]1[C@H](CO)[C@@H](C(=O)Nc3ccc(-c4ccccc4)cc3)[C@@H]2N1C(C)=O (mixture of isomers)	.	-7.2	.	7.8	0.2	.	-0.2	.
CCC1CCCCN1C(=O)CCS(=O)(=O)c1ccc2c(c1)CCN2C(C)=O (centres undefined)	-7.3	-0.4	5.2	0.6	.	0.5	0.8	1.9
Cc1cc(C)c(S(=O)(=O)N(C)c2ccccc2)c(C)c1	15.2	3.9	-0.3	-8.8	0.2	-1.3	-1.2	-34.8
c1coc(-c2nnc3sc(C4CCCCC4)nn23)c1	-16.7	.	-3.5	.	0.4	-5.4	.	2.6
CCN(CC)S(=O)(=O)c1ccc(C(=O)N2CCN(c3ncccn3)CC2)cc1	13.6	-2.3	-2.3	-2.0	.	-3.3	-2.4	.
Cc1ccc(C(=O)COC(=O)c2ccc(O)cc2)cc1	.	?	.	-2.2	.	.	0.1	-4.6

(further entries)
SMILES	RAD54 inh	ERp5 block	PglD inh	RAD52 inh	E-selectin induc	esBAF inh	Casp6 inh	ARNT-TACC3 inh
O=C(CCC(=O)N1CCN(C2CCCC2)CC1)Nc1nnc(C(F)(F)F)s1	-8.8	.	5.0	.	.	-9.8	.	-4.2
CCc1c(O)nc(SCC(=O)Nc2nc3ccccc3s2)n(-c2ccc(C)cc2)c1=O	-7.7	-3.6	-3.9	-0.1	-0.4	.	0.6	-0.5
COc1ccc(C(=O)OCc2c(C)noc2C)cc1	.	-2.1	.	-10.1	0.3	.	-2.0	-11.0
CCCNC(=O)N1[C@H](C#N)[C@@H](c2ccccc2-c2ccc(C)cc2)[C@@H]1CO	.	-0.9	.	5.2	0.1	.	-3.5	.
CC1(c2cccc(Br)c2)NC(=O)N(CC(=O)Nc2ccc3c(c2)OCCO3)C1=O (centres undefined)	-10.6	1.1	2.6	-21.0	.	-1.6	4.1	.
NC(CCc1ccccc1)c1csc(Nc2ccc(C(=O)NCCCO)cn2)n1 (centres undefined)	15.5	5.1	7.5	-8.0	-0.2	-6.6	0.2	.
CCOc1ccc(-c2nn3c(-c4ccc(F)cc4)nnc3s2)cc1	2.4	.	1.9	.	.	2.0	.	-0.8
CCOC(=O)c1cnc2c(cnn2C)c1NCCC(O)C(F)(F)F (centres undefined)	-0.9	.	-2.5	.	.	11.2	.	-3.7
Cc1ccc(NC2CCCN(C(=O)c3ccc(-n4ccnc4)cc3)C2)cc1C (centres undefined)	-10.3	-11.5	-4.3	-0.1	2.9	0.5	3.1	7.1
CN1CCN(CC(=O)NC2CCCCC2)CC1	-12.2	.	8.3	.	.	4.1	.	-3.2
O=C(OCc1cn([C@@H]2CN(C(=O)C3CCCCC3)[C@@H](c3ccc(Cl)cc3)C[C@H]2O)nn1)c1ccccc1	-5.5	2.2	-2.3	-8.0	2.9	-0.7	5.0	.
Cc1nnc(SCC(=O)NNC(=O)c2ccco2)n1-c1cccc(Cl)c1	.	-5.2	.	-43.6	.	.	1.0	4.2

This is a random part of the collection. About 3.2% of those tested had a hit in this group.
